West Nile virus CPE: inhibition of WNV-induced cytopathic effect – cell-based, CPE readout (AID 1621); actives 0.02% (n = 290,000); West Nile virus-infected cells, CPE inhibition; higher % means a stronger effect; CPE inhibition, % at 10 µM; hits with a dose series show IC50 in µM; in the data active = a potency from the dose series; inconclusive = CPE inhibition mostly from about 3.7% at the one dose, without a potency; inactive = the rest, 99 in 100 with CPE inhibition below about 2.2%; also: strong numbers were not always called active
Large T inhibition: SV40 large T antigen inhibitors, biochemical (AID 1903); SV40 large T antigen ATPase/helicase inhibition assay; higher % means a stronger effect; inhibition, % at 20 µM; hits with a dose series show IC50 in µM; actives 0.39% (n = 310,000); in the data active = a potency from the dose series; inconclusive = inhibition mostly from about 32% at the one dose, without a potency; inactive = the rest, 99 in 100 with inhibition below about 32%; also: strong numbers were not always called active
Rac1 GTP hydrolysis: MgcRacGAP GTPase-activating activity inhibitors, confirmation, biochemical, ADP Hunter fluorescence; MgcRacGAP-stimulated Rac1 GTP hydrolysis, ADP Hunter fluorescence; higher % means a stronger effect; GST-tagged Rac1 F28L mutant substrate; inhibition, % at 30 µM; hits with a dose series show IC50 in µM; actives 0.6% (n = 340,000);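 active = first-screen hits whose inhibition reached a set limit at any dose in the follow-up dose series; inconclusive = inhibition above the set first-screen limit but never retested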;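 also: fluorescence reports GDP produced by GAP-driven GTP hydrolysis; strong numbers were not always called active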
AID2073: inhibitors of Mint1-CaV2.2 protein interaction, biochemical, HTRF (AID 2073); HTRF protein-protein interaction, Mint1-CaV2.2; higher % means a stronger effect; inhibition, % at 20 µM, or IC50 in µM where a hit was titrated; actives 0.19% (n = 290,000); in the data active = inhibition mostly above about 51%, no sharp cut-off; inconclusive = no clear call, values can overlap the other calls; inactive = mostly below about 53%; also: some results filed as inactive read as strong as hits
Dengue-2 NS5 capping: Dengue-2 NS5 methyltransferase inhibitors, primary screen, biochemical, confirmation dose response (AID 588689); one-dose inhibition, % at 25 µM; IC50 in µM for titrated hits; Dengue-2 NS5 methyltransferase capping enzyme assay, biochemical; higher % means a stronger effect; actives 0.3% (n = 340,000); in the data active = a potency from the dose series; inconclusive = inhibition above about 29% without an active follow-up result
RSV CPE inhibition: RSV antiviral activity via CPE protection, HEp-2 cells, primary 10 µM value included (AID 2391). HEp-2 cells, RSV-induced CPE inhibition; higher % means a stronger effect. actives 0.13% (n = 310,000). CPE inhibition, % at 10 µM, or IC50 in µM where a hit was titrated; in the data active = a potency from the dose series; inconclusive = CPE inhibition mostly from about 23% at the one dose, without a potency; inactive = the rest, 99 in 100 with CPE inhibition below about 21%; also: strong numbers were not always called active
NTR1 ag: NTR1-driven beta-arrestin-GFP spot formation – imaging, U2OS cells, high content, primary screen (AID 493036). P30989. agonist mode. activation, % at 20 µM. actives 0.17% (n = 330,000);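 active = activation at or above 40% of the spot to cytoplasm intensity ratio, with at least 20 cells analyzed; inconclusive = wells under 20 cells, flagged as cytotoxic or low count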;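 also: 0% = DMSO without peptide and 100% = 100 nM NTR1 peptide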
Target sequence (P30989 whole entry, looked up): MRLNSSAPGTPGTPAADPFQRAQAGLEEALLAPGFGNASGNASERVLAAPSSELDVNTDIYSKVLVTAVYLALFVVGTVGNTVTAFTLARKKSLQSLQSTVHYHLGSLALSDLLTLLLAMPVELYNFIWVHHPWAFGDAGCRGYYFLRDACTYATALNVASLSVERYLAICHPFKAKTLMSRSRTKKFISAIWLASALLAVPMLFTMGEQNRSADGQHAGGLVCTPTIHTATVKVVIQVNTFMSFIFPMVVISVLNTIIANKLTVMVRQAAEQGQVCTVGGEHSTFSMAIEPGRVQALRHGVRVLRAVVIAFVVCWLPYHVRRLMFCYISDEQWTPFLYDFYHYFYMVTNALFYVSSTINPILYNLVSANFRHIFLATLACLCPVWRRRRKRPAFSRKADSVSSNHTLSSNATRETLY
SIAH1 antagonists: Siah-1 peptide-binding antagonists, primary screen, biochemical, fluorescence polarization, rhodamine-plectin, uHTS (AID 1817); Siah-1 / rhodamine-plectin peptide fluorescence polarization; higher % means a stronger effect; displacement, % at 20 µM, or IC50 in µM where a hit was titrated; actives 0.02% (n = 290,000);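 active = displacement of at least 50% at 20 µM, with a fluorescence ratio check between 0.3 and a set limit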;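 also: plate controls were Siah plus tracer with DMSO for no effect and tracer alone without Siah for full effect; strong numbers were not always called active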
K1F lysis inhibition: protection from phage-mediated lysis, alamar blue read-out – E. coli UTI89, K1F phage, bacterial capsule biogenesis inhibitors (AID 488966); E. coli UTI89 K1F phage lysis, alamar blue, 2 h; higher % means a stronger effect; one-dose inhibition, % at 100 µM; IC50 in µM for titrated hits; actives 0.02% (n = 340,000);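 active = phage lysis inhibition, versus mean bacterial control, above a set limit; inconclusive = no clear call, values can overlap the other calls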;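 also: capsule biogenesis inhibitors block K1F phage lysis so surviving cells raise fluorescence; higher fluorescence means more inhibition of phage lysis; actives were called in the ten point dose series up to 300 µM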
NTR1 ag cell count 20 µM: recorded beside NTR1 ag, whose call it bears; cell count; measured here: cell count, cytotoxicity flag
Dengue-2 NS5 capping pilot replicate: also measured in Dengue-2 NS5 capping; calls as there; inhibition, %; measured here: pilot screen replicate inhibition
An asterisk follows results filed as active; ? = inconclusive; / = no result given; [ ] = dose if it differs, or a comment. Compounds as they come; 1.6% or so of the library scored in one or more.

SMILES | West Nile virus CPE | Large T inhibition | Rac1 GTP hydrolysis | AID2073 | Dengue-2 NS5 capping | RSV CPE inhibition | NTR1 ag | NTR1 ag cell count 20 µM | SIAH1 antagonists | K1F lysis inhibition | others
Cc1cccc(CN2CCN(Cc3cnn(-c4ccccc4F)c3)CC2CCO)n1 (stereo not drawn) | 1.2% | 10% | 5% | -5% | -2% | -1.9% | 0.9 | 41 | -4% | 0.1%
CN(Cc1cccc(F)c1)CC(O)COCc1ccccc1Cl (stereo not drawn) | -0.6% | 7% | 31% | 5% | -6% | -2.2% | -0.8 | 35 | 1% | -0.3%
COc1cccc(NC(=O)N(CCCN2CCOCC2)C(C)c2cc3cccc(OC)c3o2)c1 (stereo not drawn) | -0.2% | 9% | 12% | -4% | -1% | -0.6% | -0.5 | 35 | 6% | 0.9%
CN(CC(=O)NCc1ccccc1)Cc1cccc(F)c1 | 1.0% | 3% | 67µM* | 4% | -7% | 2.6% | / | / | 6% | 2.5%[50 µM]
COc1ccc(N2CCC(CNC(=S)Nc3c(C)cccc3C)C2)cc1 (stereo not drawn) | 1.4% | 15µM* | ? | -46% | 60% | 9.0% | 3.1 | 60 | -1% | -0.1%
CC(C)=CCc1c2c(c3occ(-c4ccc(O)cc4)c(=O)c3c1O)C=CC(C)(C)O2 | -0.6% | -5% | -8% | ? | -6% | / | 13 | 84 | 0% | 2.4%
COCCC(=O)N1CCC(Oc2ccc(C(=O)N3CCCC(CCCO)C3)cc2)CC1 (stereo not drawn) | 0.7% | -2% | 8% | 8% | -7% | 0.1% | -0.3 | 69 | -1% | 0.1%
COc1ccc(C(=O)C(/C=N/O)=N/Nc2ccc(F)cc2)cc1 | -0.5% | 4% | 7% | 7% | 7% | 5.6% | 0.9 | 16 | 16% | -0.5%
C/C(=N\NC(=S)Nc1cccc(C)c1)c1ccccc1 | -0.3% | 10% | 9% | -15% | -5% | 1.7% | 3.1 | 75 | 1% | 7.5%
O=C(Cc1ccc(-n2cccc2)cc1)N1CCc2ccccc21 | 0.6% | 11% | 3% | 5% | -3% | 1.4% | 1.6 | 50 | -5% | 1.4%
COc1ccc(CNC(=O)c2cc(S(=O)(=O)N3CCCC3)cn2C)cc1 | -0.3% | -6% | 12% | 12% | 2% | 0.1% | 1.9 | 70 | -2% | 5.1%
Cc1cc(=O)oc2cc(OCCC[n+]3ccccc3)ccc12 | 0.1% | 7% | 0% | -20% | -2% | 0.2% | -0.5 | 67 | -3% | 0.2%
COc1ccc(CNC(=O)C2COc3ccccc3O2)cc1 (stereo not drawn) | -0.8% | 5% | -2% | 32% | -12% | 1.5% | -1.8 | 64 | -2% | 7.0%
COc1cc([N+](=O)[O-])ccc1NC(=O)Cn1ccsc1=N | 0.0% | 11% | 6% | -13% | -3% | -1.4% | -0.4 | 39 | 14% | 0.3%
O=C(Cc1ccccc1)NCC(=O)N1CCCCCC1 | 0.5% | 5% | 4% | 3% | -4% | 1.6% | 1.4 | 83 | -2% | 0.9% | Dengue-2 NS5 capping pilot replicate=2.6
COc1ccc(C)cc1S(=O)(=O)N1CCN(C(=O)c2ncoc2-c2ccc(C)cc2)CC1 | 1.2% | 10% | 6% | 28% | -13% | 2.5% | -0.5 | 52 | -1% | -0.3%
O=C1C2C3C=CC(C3)C2C(=O)N1CCN1CCN(S(=O)(=O)/C=C/c2ccccc2)CC1 (stereo not drawn) | -0.7% | -13% | 7% | 0% | -4% | 0.8% | -0.5 | 103 | 0% | 2.0%
Cc1ccc2nc(SCC(=O)c3ccc4c(c3)OCO4)[nH]c2c1 | 0.9% | 5% | 8% | -22% | -8% | -0.6% | 0.0 | 51 | 1% | -0.4%
O=C(Nc1ccncc1)C1CCN(S(=O)(=O)c2cccs2)CC1 | -1.1% | 13% | 14% | -4% | -4% | -0.3% | -0.7 | 46 | 7% | 0.2%
O=C(O)CC1Sc2nc3ccccc3n2C1=O (stereo not drawn) | / | 18% | 13% | 2% | -1% | 2.2% | -0.3 | 55 | 6% | 0.0%
Cc1cccc(C)c1N1C(=O)C(Cl)=C(N2CCCC2)C1=O | 0.0% | 3% | 7% | 12% | -11% | 3.7% | -0.9 | 46 | 2% | 0.9%
CCOC(=O)N1CCC(Nc2c(NCCCN(C)Cc3ccccc3)c(=O)c2=O)CC1 | 0.4% | 5% | 7% | 0% | -4% | 2.2% | -2.3 | 90 | -1% | -1.6%
CSc1ccccc1OCc1cc(C(=O)N2CCN(C)C(c3ccccc3)C2)no1 (stereo not drawn) | -0.6% | 15% | 0% | 3% | -5% | 19% | 1.0 | 67 | -5% | 1.0%[50 µM]
CCCn1nnc(NC(=O)c2ccc3c(c2)OCO3)n1 | 0.3% | 11% | 0% | 6% | -2% | 0.7% | 0.2 | 39 | 2% | -0.3%
Cc1cc(C)n(-c2ccc(C(=O)OC(C)C)cc2)n1 | 0.6% | 1% | -2% | -4% | -6% | 2.4% | 2.3 | 55 | 1% | 0.1%
Cc1ccc(N(C(=O)c2ccncc2)C2C=CS(=O)(=O)C2)cc1 (stereo not drawn) | -0.1% | 0% | 0% | 3% | 0% | -0.5% | 0.5 | 44 | -5% | ?
CCC(=O)Nc1nc2ccccc2n1Cc1ccc(Cl)cc1 | -2.1% | / | 0% | 47% | -10% | -3.4% | 0.0 | 32 | 2% | 0.4%
CCOC(=O)c1cc(-c2ccc(Cl)cc2)nc2onc(C)c12 | / | -1% | / | 9% | / | 2.0% | 4.2 | 49 | 3% | /
COC(=O)c1sccc1-n1cccc1C(=O)C(=O)N1CCOCC1 | -0.4% | -2% | 6% | 1% | -14% | 0.4% | -0.4 | 33 | -9% | 0.7%
COc1ccc(N(CC(=O)NCCSCc2ccco2)S(=O)(=O)c2ccccc2)cc1OC | -0.1% | 10% | 7% | 18% | -8% | 0.2% | -0.9 | 41 | -1% | -0.3%

Some of these compounds in order of heavy-atom count, ascending:
SMILES | West Nile virus CPE | Large T inhibition | Rac1 GTP hydrolysis | AID2073 | Dengue-2 NS5 capping | RSV CPE inhibition | NTR1 ag | NTR1 ag cell count 20 µM | SIAH1 antagonists | K1F lysis inhibition | others
Cc1cc(C)n(-c2ccc(C(=O)OC(C)C)cc2)n1 | 0.6% | 1% | -2% | -4% | -6% | 2.4% | 2.3 | 55 | 1% | 0.1%
CCCn1nnc(NC(=O)c2ccc3c(c2)OCO3)n1 | 0.3% | 11% | 0% | 6% | -2% | 0.7% | 0.2 | 39 | 2% | -0.3%
Cc1cccc(C)c1N1C(=O)C(Cl)=C(N2CCCC2)C1=O | 0.0% | 3% | 7% | 12% | -11% | 3.7% | -0.9 | 46 | 2% | 0.9%
CCOC(=O)c1cc(-c2ccc(Cl)cc2)nc2onc(C)c12 | / | -1% | / | 9% | / | 2.0% | 4.2 | 49 | 3% | /
Cc1ccc(N(C(=O)c2ccncc2)C2C=CS(=O)(=O)C2)cc1 (stereo not drawn) | -0.1% | 0% | 0% | 3% | 0% | -0.5% | 0.5 | 44 | -5% | ?
CSc1ccccc1OCc1cc(C(=O)N2CCN(C)C(c3ccccc3)C2)no1 (stereo not drawn) | -0.6% | 15% | 0% | 3% | -5% | 19% | 1.0 | 67 | -5% | 1.0%[50 µM]
COc1ccc(N(CC(=O)NCCSCc2ccco2)S(=O)(=O)c2ccccc2)cc1OC | -0.1% | 10% | 7% | 18% | -8% | 0.2% | -0.9 | 41 | -1% | -0.3%

Next records follow:
SMILES | West Nile virus CPE | Large T inhibition | Rac1 GTP hydrolysis | AID2073 | Dengue-2 NS5 capping | RSV CPE inhibition | NTR1 ag | NTR1 ag cell count 20 µM | SIAH1 antagonists | K1F lysis inhibition | others
Cc1c(NC(=O)CSc2ccccn2)c(=O)n(-c2ccccc2)n1C | 0.0% | 9% | 7% | -10% | 2% | 1.2% | -0.4 | 62 | 4% | 2.8%
Cc1nnc(NC(=O)CSc2nccn2-c2cccc(C)c2C)s1 | -0.1% | 10% | 10% | -4% | 2% | 2.4% | -0.7 | 54 | 0% | 2.5%
Cc1cccc2sc(NC(=O)CN3C(=O)c4ccccc4C3=O)nc12 | 0.3% | 4% | 2% | 12% | 2% | 3.0% | 0.0 | 66 | 9% | 3.4%
CCn1c(=O)c(C(=O)NCc2ccc(Cl)cc2)c(O)c2ccccc21 | -1.2% | 11% | -4% | 37% | -8% | 9.6% | -0.5 | 73 | 3% | -0.6%
CC(C)(C)c1cc(NCCCn2ccnc2)n2ncc(-c3ccccc3)c2n1 | -1.4% | 9% | / | 38% | / | / | 9.1 | 56 | -3% | /
Cc1ccccc1NC(=O)c1ccc(Cn2cc([N+](=O)[O-])cn2)o1 | 0.0% | 4% | 11% | 7% | 2% | 0.8% | -0.4 | 83 | -5% | 0.0%
O=C1N/C(=C/c2cccs2)C(=O)N1Cc1ccc(F)cc1 | 0.5% | 10% | 1% | 28% | -3% | -0.4% | 0.9 | 54 | 8% | 0.5%
CCCCOc1ccccc1NC(=O)Cn1c(-c2nonc2N)nc2ccccc21 | 2.1% | 5% | 7% | 6% | -6% | -1.8% | 1.4 | 46 | 6% | -1.5%
COc1ccc(NC2=C(Cl)C(=O)N(CCc3ccccc3)C2=O)c(OC)c1 | -1.1% | 11% | 5% | -8% | -6% | 3.3% | 0.4 | 47 | -4% | 7.6%
COc1ccc(CNC(=O)c2sccc2-c2ccccc2)cc1OC | -1.2% | 6% | 3% | 1% | -2% | 5.6% | 1.5 | 57 | -4% | -0.2%
COc1ccc(C2C(=O)N(CCc3ccccc3)CC(=O)N2C2CCCCC2)cc1 (stereo not drawn) | -0.6% | 18% | 13% | -2% | -1% | -2.3% | 0.4 | 66 | -1% | 4.5%
O=C(COc1ccc(CO)cc1)Nc1ccc(F)cc1 | -0.5% | 3% | 3% | 0% | 1% | -0.6% | -0.9 | 56 | 3% | 0.2%
O=c1cc(-c2ccccc2)nc2cc(-c3ccc(Br)cc3)[nH]n12 | 1.5% | -2% | 11% | 7% | -3% | 0.3% | 3.3 | 93 | 2% | 0.1%
CC(=O)NC(=S)Nc1ccccc1F | 0.0% | 9% | 6% | -3% | -1% | 0.6% | 0.3 | 47 | 1% | -0.3%
O=C(CCc1nc(-c2ccccc2Cl)no1)NC1CCCCC1 | -1.1% | 4% | 6% | 17% | 3% | 3.0% | 4.6 | 41 | 0% | 0.0%
COc1cccc(Cn2c(=O)c3ccccc3n3nc(C)cc23)c1 | -1.3% | -1% | 7% | 9% | -7% | 4.4% | 1.3 | 44 | -1% | 1.5%

Assay outcomes from PubChem BioAssay.
